High-throughput results deposited in PubChem BioAssay by NCI.
NCI-60 one-dose screen, 48 h, at 10 µM unless noted. Numbers give growth in % (100 = growth as untreated, 0 = no growth, -100 = all killed).
K-562 – K-562 leukemia; AID 1794777; 78,000 compounds, 7.4% hits
MDA-MB-231 – MDA-MB-231 breast cancer | 81,000 compounds, 5% hits
RPMI-8226 – RPMI-8226 leukemia cells; 77,000 compounds, 7.5% hits; AID 1794781
MDA-MB-435 – MDA-MB-435 melanoma; 82,000 compounds, 7.8% hits; AID 1794794
MOLT-4 – MOLT-4 leukemia cells; 80,000 compounds, 6.9% hits; AID 1794779
MCF7 – MCF7 breast cancer; 82,000 compounds, 6.3% hits
MDA-MB-468 – MDA-MB-468 breast cancer; 78,000 compounds, 8.5% hits
SR – SR leukemia cells; 73,000 compounds, 8.7% hits; AID 1794780
Numbers without * were called inactive; x = not tested or not shown. Rule for the calls: active = growth percent below 10; inactive = the rest.

Molecule,K-562,MDA-MB-231,RPMI-8226,MDA-MB-435,MOLT-4,MCF7,MDA-MB-468,SR
O=C(CCc1ccc(Cl)cc1)c1ccccc1,76,98,98,107,78,98,105,78
Cc1cc2[nH]c(=O)[nH]c2cc1C,111,111,100,109,100,100,104,96
O=C(/C=C/C12c3ccccc3C(c3ccccc31)C1C(=O)N(c3ccccc3)C(=O)C12)c1ccccc1 (stereo not drawn),15,-3.2*,1.0*,-1.6*,11,15,1.3*,14
O=[N+]([O-])c1ccc(/C=N/NC2=NCCN2)cc1,104,102,96,107,104,78,125,103
COc1cc(C2CC(c3cccc(Br)c3)=NN2C(C)=O)cc(OC)c1OC (stereo not drawn),49,4.9*,4.3*,-51*,19,23,24,46
Cc1ccc(NC(=O)Nc2ccc3cc4ccc(NC(=O)Nc5ccc(C)cc5)cc4nc3c2)cc1,44,96,107,100,84,75,114,34
CCOC(=O)c1ccc(N2C(=O)/C(=C/N3N=C(c4ccccc4)CC3c3ccc(N(C)C)cc3)SC2=S)cc1 (stereo not drawn),105,102,75,98,91,78,112,86
O=C(Nc1ccc(OS(=O)(=O)C2CC2)cc1)C12CC3CC(CC(C3)C1)C2,69,97,57,105,85,92,103,81

Continuation.
Molecule,K-562,MDA-MB-231,RPMI-8226,MDA-MB-435,MOLT-4,MCF7,MDA-MB-468,SR
NS(=O)(=O)c1ccc(Cl)c2ccccc12,97,113,108,100,98,94,99,109
c1ccc(Cn2nc3c(c2-c2ccccc2)-c2oncc2CC3)cc1,73,97,x,89,80,83,101,72
NNC(=O)c1sc2nc(-c3cnccn3)cc(-c3cccs3)c2c1N,95,79,107,100,77,85,97,87
COc1cccc(NC(=O)c2ccc(Nc3ccc(Cl)nn3)cc2)c1,84,100,77,99,68,82,88,x
CC(=O)O[C@]1(C(C)=O)CC[C@H]2[C@@H]3C[C@H](C)C4=CCCC[C@]4(C)[C@H]3CC[C@@]21C,73,108,70,110,88,98,102,76
CCCC(C)(C)COC(=O)COc1ccccc1,99,101,103,94,100,92,108,109
Cc1cc(C(=O)c2cccc(Cl)c2)ccc1O,104,115,91,100,84,104,98,109
C=C(Cl)Cc1cc(C(CC)C(CC)c2ccc(O)c(CC(=C)Cl)c2)ccc1O (stereo not drawn),70,82,63,99,54,92,83,69

(cont.)
Molecule,K-562,MDA-MB-231,RPMI-8226,MDA-MB-435,MOLT-4,MCF7,MDA-MB-468,SR
O=C1CC2C(CCC23OCCO3)c2ccc3ccccc3c21 (stereo not drawn),92,106,x,95,93,102,96,94
CCSc1nc(NC)c2c(C)csc2n1,90,93,92,97,83,90,78,104
N#CC1=C(O)/C(=C\C=C\c2ccccc2)N(C(=O)c2ccccc2)C1=N,95,x,102,110,91,87,104,x
O=S(O)CNc1ccc(S(=O)(=O)c2ccc(NCS(=O)O)cc2)cc1,103,96,94,107,99,90,97,103
CCCCC1CC(=O)NC1(C(=O)OCC)C(=O)OCC (stereo not drawn),x,104,103,98,103,87,99,114
Cc1ccc(/C=C2\SC(=S)N(CCC(=O)NCCCN3CCOCC3)C2=O)cc1,86,96,94,96,100,92,85,86
O=Nc1c(-c2c(O)[nH]c3cc(Br)ccc23)[nH]c2ccccc12,-64*,9.6*,-6.0*,31,-69*,-40*,-34*,-40*
CN(C)c1ccc(/C=N/Nc2nc(N/N=C/c3ccc(N(C)C)cc3)nc(N3CCOCC3)n2)cc1,6.4*,100,35,104,97,55,98,-13*

In the list so far, these have bromine.
Molecule,K-562,MDA-MB-231,RPMI-8226,MDA-MB-435,MOLT-4,MCF7,MDA-MB-468,SR
COc1cc(C2CC(c3cccc(Br)c3)=NN2C(C)=O)cc(OC)c1OC (stereo not drawn),49,4.9*,4.3*,-51*,19,23,24,46
O=Nc1c(-c2c(O)[nH]c3cc(Br)ccc23)[nH]c2ccccc12,-64*,9.6*,-6.0*,31,-69*,-40*,-34*,-40*

Next entries follow:
Molecule,K-562,MDA-MB-231,RPMI-8226,MDA-MB-435,MOLT-4,MCF7,MDA-MB-468,SR
COC(=O)/C(CCC=C(C)C)=C1\[C@@H](OC(C)=O)C[C@@]2(C)[C@H]1CC(N)[C@H]1[C@@]3(C)CCC(N)[C@@H](C)[C@@H]3CC[C@@]12C (stereo partly drawn),62,76,49,88,58,82,81,62
CSc1nsc(SC)c1C(N)=O,105,112,102,112,111,108,116,94
CC(/C=c1\sc2nc3ccccc3n2c1=O)=C\c1ccccc1,104,91,109,105,102,56,93,96
CCCCc1nc(Cl)c(C2CC(c3ccc(Cl)cc3)=NN2c2cc(Cl)cc(Cl)c2)[nH]1 (stereo not drawn),76,80,91,83,25,85,88,62
COCC1=C(C(=O)OC(C)OC(=O)OC(C)C)N2C(=O)[C@@H](NC(=O)/C(=N/OC)c3csc(N)n3)[C@H]2SC1 (stereo partly drawn),96,122,106,107,105,99,98,92
O=C(CNC(=O)Oc1ccccc1)Nc1ccc(C(=O)O)c(O)c1,91,108,103,112,92,101,106,x
O=C(C=NC(=O)c1ccccc1)/C=C(\O)c1ccccc1,97,95,96,101,110,87,97,90
Cc1cc(N(CCO)c2ccccc2)nc(N)n1,92,x,97,107,93,91,99,87

Limited to K-562 (4 entries from above):
SMILES | K-562
CC(/C=c1\sc2nc3ccccc3n2c1=O)=C\c1ccccc1 | 104
CCCCc1nc(Cl)c(C2CC(c3ccc(Cl)cc3)=NN2c2cc(Cl)cc(Cl)c2)[nH]1 (stereo not drawn) | 76
COCC1=C(C(=O)OC(C)OC(=O)OC(C)C)N2C(=O)[C@@H](NC(=O)/C(=N/OC)c3csc(N)n3)[C@H]2SC1 (stereo partly drawn) | 96
O=C(CNC(=O)Oc1ccccc1)Nc1ccc(C(=O)O)c(O)c1 | 91

The listing continues:
Molecule,K-562,MDA-MB-231,RPMI-8226,MDA-MB-435,MOLT-4,MCF7,MDA-MB-468,SR
O=C(Cc1ccc(Cl)cc1F)Nc1cc(C2(C(F)(F)F)CC2)nn1CC1CCCCC1,119,101,x,101,109,89,105,123
Clc1ccc(C2=NN(c3ccccc3)C(c3cccc(Nc4ccnc5cc(Cl)ccc45)c3)C2)cc1 (stereo not drawn),67,90,66,94,61,73,72,81
CCN(CC)CCC(=O)c1ccc(OC)c2ccccc12,44,110,8.9*,102,29,12,50,-6.8*
COc1cc(-c2nnc(SCc3cccnc3)n2-c2ccc3c(c2)OCO3)cc(OC)c1OC,95,75,98,99,107,92,99,x
COc1cc2nc(Nc3ccc(F)cc3)nc(N)c2cc1OC,78,82,77,96,65,83,83,64
Cc1ccc(NC(=O)N/N=C/c2c[nH]c3ccccc23)cc1,101,97,103,100,106,87,97,99
CCc1c(C(=O)Nc2nc3ccc(F)cc3s2)nnn1-c1ccccc1F,70,101,78,84,74,92,74,83
N#CCC(=O)N1CCOCC1,102,104,101,111,106,102,99,100

Carrying on.
Molecule,K-562,MDA-MB-231,RPMI-8226,MDA-MB-435,MOLT-4,MCF7,MDA-MB-468,SR
COc1cc(/C=C2\C(=O)Nc3cc(Cl)ccc32)ccc1OCc1ccccn1,91,87,101,107,97,72,103,94
NC(=O)CCC(N)=O,105,109,106,102,110,112,101,110
O=C(CCCNc1ncnc2c1ncn2-c1ccccc1)NC1CCCCC1,98,91,101,107,96,97,100,98
O=C1COc2cc(O)cc(O)c21,106,113,110,110,104,112,112,102
CC(C)(N)c1cn(Cc2ccc(Cl)cc2)nn1,101,103,110,104,113,96,102,x
CCn1cc(C(=O)O)c(=O)c2cc(F)c(N3CCN(C(=O)c4ccc([N+](=O)[O-])cc4)C(C)C3)c(F)c21 (stereo not drawn),98,91,102,100,120,95,97,55
Cc1cc(N2CCC(C)CC2)nc(-n2nc(C)cc2C)n1,101,113,80,92,103,96,84,93
O=C(c1ccc(Cl)cc1)C1[C@H](c2ccc(Br)cc2)[C@@H](c2ccccc2)NC12C(=O)Nc1ccc(Br)cc12 (stereo partly drawn),-38*,-96*,-6.2*,-89*,-33*,-43*,-99*,x

(continued)
Molecule,K-562,MDA-MB-231,RPMI-8226,MDA-MB-435,MOLT-4,MCF7,MDA-MB-468,SR
COc1cccc(-c2nc3sccn3c2-c2ccnc(NCCNS(=O)(=O)c3ccccc3)n2)c1,37,63,49,30,43,53,67,70
Cc1cc(=O)[nH]n1-c1cc(Cl)ccc1N,99,124,106,111,112,101,110,97
CC(C)(O)CC(c1ccccc1)(c1ccccc1)c1ccccc1,94,93,84,102,86,103,86,87
CCOc1ccccc1N1C(=O)CSC1=S,109,112,116,107,90,83,101,85
COc1cc(-c2nn(-c3cccc(NC(=O)c4ccc(Cl)c(C(F)(F)F)c4)c3)cc2-c2ccncc2)ccc1Cl,8.7*,26,25,-27*,20,38,54,x
CCOC(=O)c1c(C(=O)OCC)c2cc(-c3ccn4c(C(=O)c5ccccc5)c(C(=O)OCC)c(C(=O)OCC)c4c3)ccn2c1C(=O)c1ccccc1,x,83,51,100,68,93,106,90
COc1ccc(NCc2cc(OC)c(OC)c(OC)c2)cc1OC,x,86,107,93,x,91,97,x
Cc1c(-c2nnc(SCc3ccccc3)n2Cc2ccccc2)nn(-c2ccc(Cl)cc2Cl)c1-c1ccc(Cl)cc1,50,71,51,81,40,57,59,40

Next section; it opens with the seven that closed the last part.
Molecule,K-562,MDA-MB-231,RPMI-8226,MDA-MB-435,MOLT-4,MCF7,MDA-MB-468,SR
Cc1cc(=O)[nH]n1-c1cc(Cl)ccc1N,99,124,106,111,112,101,110,97
CC(C)(O)CC(c1ccccc1)(c1ccccc1)c1ccccc1,94,93,84,102,86,103,86,87
CCOc1ccccc1N1C(=O)CSC1=S,109,112,116,107,90,83,101,85
COc1cc(-c2nn(-c3cccc(NC(=O)c4ccc(Cl)c(C(F)(F)F)c4)c3)cc2-c2ccncc2)ccc1Cl,8.7*,26,25,-27*,20,38,54,x
CCOC(=O)c1c(C(=O)OCC)c2cc(-c3ccn4c(C(=O)c5ccccc5)c(C(=O)OCC)c(C(=O)OCC)c4c3)ccn2c1C(=O)c1ccccc1,x,83,51,100,68,93,106,90
COc1ccc(NCc2cc(OC)c(OC)c(OC)c2)cc1OC,x,86,107,93,x,91,97,x
Cc1c(-c2nnc(SCc3ccccc3)n2Cc2ccccc2)nn(-c2ccc(Cl)cc2Cl)c1-c1ccc(Cl)cc1,50,71,51,81,40,57,59,40
Nc1cc(Cl)ccc1S(N)(=O)=O,92,116,115,104,106,93,105,100
CC1=NNC(=O)/C1=C/c1ccccc1Cl,x,109,104,113,x,101,108,x
Cc1nn(-c2nc3ccccc3s2)c(C)c1Oc1ccccc1O,32,71,33,72,32,82,x,20
N=c1c(S(=O)(=O)c2ccccc2)cc2c(=O)n3ccccc3nc2n1C1CCCCC1,102,85,88,116,92,96,113,89
CC(=O)OC1CCC2(C)C(=CCC3C2CCC2(C)C(C(C)CCCC(C)C)CCC32)C1 (stereo not drawn),108,109,102,114,99,98,105,101
O=C(Nc1sc2c(c1C(=O)NC1CCCCC1)CCCC2)c1ccccc1,108,121,115,102,120,94,108,102
Nc1nc2c(C(=O)Nc3ccc(Cl)cc3)c(Nc3ccccc3)nn2c(-c2ccc(Cl)cc2)c1-c1nc2ccccc2s1,105,113,101,106,100,96,100,92
CCOC(=O)c1c(O)cc(-c2ccc3c(c2)OCO3)cc1-c1sc(N(C)Cc2ccccc2)nc1Cl,101,87,90,98,93,90,99,106

Continuation:
Molecule,K-562,MDA-MB-231,RPMI-8226,MDA-MB-435,MOLT-4,MCF7,MDA-MB-468,SR
CCCCCCCCCC1OCC(C)(C)C(C(C)C)O1 (stereo not drawn),104,103,104,103,106,90,106,94
c1ccc2c(-c3nc(-c4cccc5ccccc45)c4ccccc4n3)cccc2c1,35,80,96,96,63,59,98,85
COc1ccc(/C=C2\CN(C)CC3C2=NN(c2ccc(F)cc2)C3c2ccc(OC)cc2)cc1 (stereo not drawn),85,69,57,89,88,71,107,86
N/N=C1\c2ccccc2-c2ccc(N)cc21,x,85,102,97,105,97,104,110
O=C1N/C(=N\c2nnc(-c3ccc(O)cc3)s2)S/C1=C\c1cccnc1,88,101,93,105,91,80,108,85
Cc1ccc(OCC(=O)Nc2ccc(Oc3ccccc3)cc2)c([N+](=O)[O-])n1,x,85,51,97,82,58,x,83
O=C(/C=C/c1cc2ccccc2[nH]c1=O)c1ccc(O)cc1,5.9*,59,x,34,31,15,0.9*,-0.2*
CCN(CC)CCCNc1cccc2c(C)cc(OC)nc12,92,81,92,115,79,85,75,78
O=C(Nc1ccc(I)cc1)c1cc([N+](=O)[O-])ccc1O,19,16,10,38,19,19,9.8*,37
O=C1Nc2ccccc2C1(c1c[nH]c2ccccc12)c1c[nH]c2ccccc12,43,49,77,85,47,-1.8*,-23*,77
CCOc1ccc(Cn2c(-c3cncs3)nc3ccccc32)cc1OCC,93,111,89,106,90,91,103,x
